HADH2 inhib = inhibitors of human HADH2 dehydrogenase | recombinant HADH2, NADH fluorescence, beta-hydroxybutyryl-CoA | actives 3.4% (n = 73,000) | Potency, µM (doses to about 57.1 µM), without a hit: top-dose activity change, negative = inhibition, usual class: inhibitors; further: potency means the concentration at half of the fitted maximal effect; on the % scale 0 is the no-effect control and ±100 the full control effect; nearly all actives have a fitted effect of over 60% in size; many of its hits are not listed in these tables
Target sequence (Q99714 whole entry, looked up, one chain of several): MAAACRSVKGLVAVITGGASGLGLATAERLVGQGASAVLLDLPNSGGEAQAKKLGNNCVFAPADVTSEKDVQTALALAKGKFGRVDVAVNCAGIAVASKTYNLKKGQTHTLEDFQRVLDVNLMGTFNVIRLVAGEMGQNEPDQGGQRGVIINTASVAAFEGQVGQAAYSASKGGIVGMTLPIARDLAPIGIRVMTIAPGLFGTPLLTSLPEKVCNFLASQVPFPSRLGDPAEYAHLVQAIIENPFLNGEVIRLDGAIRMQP
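Read-out: 360 nm excitation, 450 nm emission, kinetic over 4 min. Conditions: His-tagged human HADH2 20 nM, pH 9.0 Tris with Tween-20, 1 mM NAD+, 90 uM beta-hydroxybutyryl-CoA.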
ERK AVP inh = blocks ERK signaling stimulated by vasopressin | Potency, µM (doses to about 57.5 µM), for inactives: at the highest dose activity, negative = inhibition, most hits filed as inhibitors | actives 0.99% (n = 72,000) | AID 995 | HEK293-V1b, vasopressin-stimulated pERK AlphaScreen; further: potency means the concentration at half of the fitted maximal effect; on the % scale 0 is the no-effect control and ±100 the full control effect; nearly all actives have a fitted effect of over 55% in size
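Phosphorylated ERK1/2 detected via AlphaScreen bead proximity in lysates of V1b-expressing HEK293 cells given 25 nM vasopressin for 5 min after 30 min compound exposure (37 °C). AC50 from Hill equation; basal DMSO 0%, vasopressin 100%.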
Tau filament bind = tau filament binding | P10636 | recombinant tau filaments, thioflavin S fluorescence, 15 h; filaments grown with octadecylsulfate alongside compound | Potency, µM (series often up to 57.1 µM), for inactives: at the top dose activity change, negative = inhibition | actives 2% (n = 71,000) | AID 596;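 further: potency means the concentration at half of the fitted maximal effect; on the % scale 0 is the no-effect control and ±100 the full control effect; actives lower thioflavin S fluorescence by blocking filaments or displacing dye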
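ThS-based fibril read: tau 1 uM final, inducer ODS 30 uM final, 37 C for 15 h, ex 450/em 510 nm.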
15-hLO inh = blocks human 15-lipoxygenase activity; P16050; purified 15hLO-1, xylenol orange hydroperoxide absorbance; Potency, µM (titrated, usually from 57.1 µM), for the others: at the highest dose activity change, negative = inhibition, actives largely listed as inhibitors; actives 1.4% (n = 74,000); AID 887; further: potency means the concentration at half of the fitted maximal effect; on the % scale 0 is the no-effect control and ±100 the full control effect; nearly all actives have a fitted effect of over 55% in size
Target sequence (P16050 whole entry, looked up): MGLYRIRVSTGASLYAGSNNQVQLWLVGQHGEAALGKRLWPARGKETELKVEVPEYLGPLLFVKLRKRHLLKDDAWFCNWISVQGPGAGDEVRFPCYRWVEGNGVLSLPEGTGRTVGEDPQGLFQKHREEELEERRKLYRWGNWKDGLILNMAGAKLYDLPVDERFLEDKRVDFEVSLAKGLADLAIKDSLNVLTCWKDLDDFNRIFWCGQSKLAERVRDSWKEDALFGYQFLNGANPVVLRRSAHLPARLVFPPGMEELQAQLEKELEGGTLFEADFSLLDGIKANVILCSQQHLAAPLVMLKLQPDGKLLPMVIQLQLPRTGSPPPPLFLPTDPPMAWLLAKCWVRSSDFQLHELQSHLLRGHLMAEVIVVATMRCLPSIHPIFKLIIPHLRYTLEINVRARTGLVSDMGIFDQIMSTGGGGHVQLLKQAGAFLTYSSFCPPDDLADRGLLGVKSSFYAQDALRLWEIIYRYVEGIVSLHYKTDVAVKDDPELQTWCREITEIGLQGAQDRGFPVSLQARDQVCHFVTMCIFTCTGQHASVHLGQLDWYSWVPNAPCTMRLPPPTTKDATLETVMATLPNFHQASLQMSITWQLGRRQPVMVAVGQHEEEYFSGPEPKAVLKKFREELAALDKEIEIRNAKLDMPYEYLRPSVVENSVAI
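Inhibition is scored from a chromogenic endpoint. After 15 min enzyme-compound contact, arachidonic acid (50 uM final) reacts 6 min with 40 nM 15hLO-1 at room temperature, then Fe-XO reagent is added for 30 min and absorbance ratio recorded.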
HBB splice mod = modulators of hemoglobin beta chain splicing; Potency, µM (series often up to 46.1 µM), for the others: at the top dose activation, actives largely listed as activators; HBB splicing reporter cell assay, activation; EGFP reporter with mutant IVS2-654 intron; response scale: normalised to 500 nM splice-correcting PNA; actives 0.06% (n = 65,000); further: potency means the concentration at half of the fitted maximal effect; 0% is about no effect
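HeLa cells stably expressing EGFP interrupted by mutant beta-globin intron 2 (IVS2-654), 500/well in 2% FCS. Treated with compound for 2 days at 37C. Splicing correction scored as total well GFP intensity (488 nm excitation, 500-520 nm emission); 500 nM antisense PNA served as control.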
TexasRed autofl = compound fluoresces in the Texas Red spectral region; Compound fluorescence, Texas Red channel, 547/618 nm; active compounds read high; max dye-equivalent concentration, M; actives 0.06% (n = 59,000); AID 587; in the data active means max dye-equivalent concentration above about 10 nM; inconclusive means between about 1.1 nM and that limit
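qHTS profiling of intrinsic compound fluorescence; 100 mM Tris pH 8.0; 15 min RT; ex 547 / em 618 nm; response expressed as Texas Red dye-equivalent concentration from six-point plate standard.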
FLuc inh = firefly luciferase inhibition; purified firefly luciferase, luminescence, 8 min; Potency, µM (doses to about 57.1 µM), without a hit: at the top dose activity change, negative = inhibition, usual class: inhibitors; actives 2.2% (n = 72,000); AID 411; further: potency means the concentration at half of the fitted maximal effect; on the % scale 0 is the no-effect control and ±100 the full control effect; nearly all actives have a fitted effect of over 40% in size
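Compounds were tested as concentration series (qHTS) against purified P. pyralis luciferase with luciferin and 10 uM ATP in 50 mM imidazole pH 7.2, 50 mM KCl, 7 mM MgCl2, 0.01% Tween 20, 0.05% BSA. Luminescence was read after 8 min at ambient temperature.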
CRE Fsk mod = CRE-bla signaling modulation under forskolin stimulation; CHO CRE-bla reporter (cAMP response element driving beta-lactamase), forskolin EC10, beta-lactamase ratio; Potency, µM (top dose mostly 38.2 µM), without a hit: top-dose activity change, negative = inhibition, usual class: activators; actives 2.5% (n = 71,000); AID 662; active means well fitted activation curve with a large enough effect in the signal ratio, with a control signal flat, not every such curve was filed as active; inconclusive means small, poorly fitted or top-dose-only effect, or effect the other way, or a change in a side signal; the % refers to the signal ratio; further: potency means the concentration at half of the fitted maximal effect; % of control where 0% means no effect
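Using CellSensor CRE-bla CHO cells in Opti-MEM with 0.5% dialyzed FBS, compounds were titrated with EC10 NKH 477 for 3 h at 37 °C. CCF4 ratio (460/530 nm) gave %Activity; AC50 derived.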
Hsp90 Hop PPI = changes Hsp90-Hop TPR2A binding signal, up or down; AlphaScreen TPR2A-His6 binding biotin-Hsp90 C-terminal peptide; Potency, µM (highest dose often 57 µM), for inactives: at the highest dose activity change, negative = inhibition; actives 0.44% (n = 71,000); AID 595; active means well fitted curve in either direction with a large enough effect; inconclusive means small, poorly fitted or top-dose-only effect, or another doubt; further: potency means the concentration at half of the fitted maximal effect; on the % scale 0 is the no-effect control and ±100 the full control effect; many of its hits are not listed in these tables
DNA Pol III inh = inhibitors of bacterial DNA polymerase III holoenzyme. actives 0.25% (n = 71,000). Potency, µM (titrated, usually from 57.1 µM), inactives show at the highest dose activity change, negative = inhibition. reconstituted DNA polymerase III holoenzyme replication, biochemical; further: potency means the concentration at half of the fitted maximal effect; on the % scale 0 is the no-effect control and ±100 the full control effect
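Reconstituted *E. coli* holoenzyme (0.35 nM Pol III, 1 nM beta, 154 nM SSB, 2 nM primase) was preincubated with compound for 15 min at RT. Synthesis on 1.4 nM ssM13Gori ran 35 min, then was stopped with PicoGreen/EDTA and read as dsDNA fluorescence.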
Rhodamine fluor = compound fluoresces in the rhodamine spectral region. Rhodamine-region fluorescence, 547/598 nm, Tris buffer; active compounds read high. max dye-equivalent concentration, M. actives 0.05% (n = 59,000). AID 594; in the data active means max dye-equivalent concentration above about 11 nM; inconclusive means between about 1.1 nM and that limit
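Compound fluorescence in 100 mM Tris, pH 8.0, read after 15 min at room temperature with 547 nm excitation and 598 nm emission. Output is dye-equivalent concentration from an on-plate rhodamine standard series.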
* hit, by the source's call; i = inactive; ? = inconclusive; . = not tested or not shown; [ ] = dose if it differs, or a comment. Unless noted, the call rests on the fitted dose curve; in most records, active means well fitted curve in the direction sought with a large enough effect; inconclusive means small, poorly fitted or top-dose-only effect, or another doubt; inactive means no such curve, though single readings can be large; an effect the other way counts as inactive or inconclusive.

SMILES	HADH2 inhib	ERK AVP inh	Tau filament bind	15-hLO inh	HBB splice mod	TexasRed autofl	FLuc inh	CRE Fsk mod	Hsp90 Hop PPI	DNA Pol III inh	Rhodamine fluor
CCOC(=O)N1CCC(N2CC34C=CC(O3)C(C(=O)Nc3ccc(OCC)cc3)C4C2=O)CC1 (stereo not given)	6%	-1%	-8%	5%	0.0%	.	2%	?	-3%	1%	.
N=c1sccn1CC(=O)Nc1ccc2c(c1)CCC2	6%	-20%	-15%	-4%	-1.6%	i	-1%	-9%	-1%	-1%	i
CCNc1nc(NC(C)C)nc(N(C#N)CCOc2ccc(Cl)cc2Cl)n1	0%	46%[activator]	?	-27%	0.1%	?	-8%	?	8%	3%	i
COC(=O)N1[C@H](C)C=C[C@]1(Cc1ccccc1)C(=O)NCc1ccc(N(C)C)cc1	-3%	-8%	-18%	20µM*	-1.9%	.	.	-16%	-11%	0%	.
CCOC(=O)C(NC(C)=O)(N1CCOCC1)C(F)(F)F (stereo not given)	-1%	-2%	-1%	4%	-3.7%[57.5 µM]	i	4%	8%	-2%	1%	i
CC(=O)n1cc(C2C(=O)CC(C)(C)CC2=O)c2ccccc21	-10%	-5%	9%	0%	-2.1%	.	1%	-4%	-3%	2%	.
O=C(NCc1ccc2c(c1)OCO2)c1nn2cccnc2c1Cl	7%	-8%	-2%	1%	2.5%	i	1%	7%	2%	-1%	i
O=S(=O)(c1cccc(-c2nn3c(-c4ccncc4)nnc3s2)c1)N1CCOCC1	4%	?	12%	2%	-0.6%	i	5%	-5%	0%	-1%	i
CCOC(=O)c1ccc(NS(=O)(=O)c2ccc(SC)cc2)cc1	-12%	-7%	-25%	-26%	-0.8%	i	2%	-10%	10%	-10%	i
COc1ccc(NC2c3ccccc3C(=O)N2c2cccnc2)cc1Cl (stereo not given)	-3%	-9%	7%	5%	-1.1%	.	-3%	5%	-3%[2.3 µM]	5%	.
COc1ccc(-c2ccc(-c3nnn(CC(C)=O)n3)cc2)cc1	85%[activator]	-1%	0%	2%	.	i	-27%	8%	0%	2%	i
Cc1cc(=O)n2nc(N3CCCC(C(=O)NCc4ccco4)C3)sc2n1 (stereo not given)	-3%	-17%	2%	8%	-0.2%	i	1%	?	-1%	0%	i
CN(c1ccc(C(=O)NCCC2=CCCCC2)cc1)S(C)(=O)=O	4%	-21%	-13%	-2%	0.7%	i	-27%	?	-3%	2%	i
Nc1nc2n(n1)C(c1ccccc1Cl)CC(c1ccc(F)cc1)N2 (stereo not given)	2%	-13%	-16%	14%	0.8%	.	1%	-6%	0%[2.3 µM]	5%	.
COc1ccccc1N1CCN(CCN(C(=O)c2ccc(F)cc2)c2ccccn2)CC1	5%	-1%	3%	-3%	0.0%	?	7%	-4%	-4%	-8%	i
COc1cccc(-n2c(C)nnc2SCC#N)c1	-9%	-4%	-15%	5%	-0.2%[57.5 µM]	i	3%	-3%	0%	-4%	i
CCCn1c(CN2CCCCC2CC)nc2c1c(=O)n(C)c(=O)n2C (stereo not given)	2%	.	7%	14%	-0.6%	.	3%	?	?	0%	.
CC1CN(C(=O)c2ccc(C(=O)c3ccccc3)cc2)CC(C)O1 (stereo not given)	16%	6%	-7%	6%	-1.9%	?	-36%	-2%	-2%	-3%	i
CCCc1cc(=O)[nH]c(Nc2ccc(OC)c(Cl)c2)n1	2%	?	-26%	-5%	1.4%	i	-2%	10%	-8%	-6%	i
COCCN1Cc2cccc(C(=O)Nc3ccc(C)c(C)c3)c2C1=O	4%	10%	12%	-11%	-2.4%	i	25µM*	?	-1%	-3%	i
CCN(CCCNC(=O)c1c(C)cc(=O)oc1C)c1ccccc1	-6%	-9%	-8%	-3%	2.5%	i	2%	?	-8%	-6%	i
Cc1ccc(OCc2nnc(SCC(=O)c3ccccc3)n2Cc2ccco2)cc1	-11%	-30%	49%	-15%	-1.4%[1.84 µM]	?	-1%	?	-4%	-4%	i
CCC(C)NC(=O)C1c2ccccc2C(=O)N1Cc1ccccc1OC (stereo not given)	2%	-12%	-3%	2%	0.9%	i	2%	-2%	-8%	3%	i
COCCNC(=O)CN(c1cc(Cl)ccc1OC)S(C)(=O)=O	6%	6%	0%	-8%	.	i	-3%	0%	2%	-4%	i
COc1cccc(N2C(=O)Nc3ccccc3C2(O)C(=O)NCc2ccc3c(c2)OCO3)c1 (stereo not given)	0%	24%	-2%	-2%	-0.5%	i	0%	-7%	-4%	-5%	i
COc1ccc(C(CC(=O)O)NC(=O)c2ccccc2)cc1OC (stereo not given)	-1%	-5%	8%	11%	-0.7%	i	0%	-2%	2%	1%	i
CN(C)c1nc(SCC#N)nc(N(C)C)n1	-12%	-20%	18%	4%	-1.8%	i	0%	?	0%	1%	i
COc1ccc(N2C(=O)C3CCCN3C2c2cccc(C)c2)cc1 (stereo not given)	5%	4%	2%	2%	1.0%	.	1%	-3%	-1%	-3%	.
CCOCCCNS(=O)(=O)c1cc(Br)cc2c1N(C(=O)C1CC1)CC2	19%	-13%	1%	6%	-0.1%	i	-2%	14%	0%	-6%	i
O=C(O)c1nnsc1COCc1ccccc1	-7%[11.4 µM]	-2%[11.5 µM]	9%[11.4 µM]	4%[11.4 µM]	4.8%[9.22 µM]	i	1%[11.4 µM]	-6%[7.6 µM]	-1%[11 µM]	-2%[11.4 µM]	i
COc1ccc(-c2ccc(Nc3ccc(S(=O)(=O)N4CCCC4)cc3)nn2)cc1OC	-1%	-25%	44%	-9%	.	i	-2%	?	-13%	0%	i
CCOC(=O)c1cc(C)sc1N1C(=O)C2C3C=CC(C3)C2C1=O (stereo not given)	15%	1%	1%	10%	0.1%	i	2%	?	-2%	-3%	i
Cc1ccc(-c2nn3nnnc3c3ccccc23)cc1	9%	-4%	-7%	2%	-0.2%[57.5 µM]	i	5%	20%	3%	-5%	i
COc1cccc(-c2cc(C(=O)N3CCc4ccccc4C3)no2)c1	-2%	-10%	16%	-9%	-0.6%	i	-22%	-12%	20%	2%	i
CN1CC[n+]2cnc3ccccc3c21	-3%	3%	-3%	-3%	-6.9%[0.369 µM]	?	-2%	-3%	-1%	-5%	i
COC(=O)Cn1c(CN2CCOCC2)nc2c1c(=O)[nH]c(=O)n2C	12%	.	-3%	5%	-0.9%	.	-2%	-4%	-4%	-3%	.
COc1ccc(S(=O)(=O)N2CCN(c3cc(-c4ccccc4)nc4ncnn34)CC2)cc1	?	12%	-4%	-2%	-1.7%	?	0%	3%	-1%	-4%	i
CC(=O)c1ccc(OCC(C)C)c(CC(C(N)=O)C(N)=O)c1	5%	1%	5%	3%	1.2%	.	3%	-4%	-4%	-2%	.
COc1ccc(C(=O)Nc2cc(Cl)ccc2Cl)c(OC)n1	?	27%	-5%	8%	1.1%	i	-2%	-22%	1%	1%	i
CCOC(=O)C1C(=O)CC(C)(O)C(C(=O)OCC)C1c1ccc2c(c1)OCO2 (stereo not given)	8%	16%	0%	7%	0.1%[9.22 µM]	.	1%	-4%	3%	-2%	.
Cc1ccc(C)c(N2CCN(Cc3nnnn3C3CCCCC3)CC2)c1	8%	-4%	3%	-10%	.	i	1%	?	4%	0%	i
CCc1ccc(NC(=O)c2cc(-c3ccc(OC)cc3)on2)cc1	?	12%	-1%	13%	-2.7%	i	3%	?	-6%	0%	i
Cc1ccc(CNC(=O)CCCNC(=O)c2ccc(Cl)cc2)n1C	2%	6%	-21%	?	-2.7%	?	-1%	-17%	-6%	-4%	i
OC(CN1CCCCC1)Cn1c(C(F)(F)F)nc2ccccc21 (stereo not given)	2%	6%	-4%	-1%	-1.2%	?	-1%	-12%	-6%	-9%	i
C[C@@H]1C=C[C@](Cc2ccccc2)(C(=O)O)N1C(=O)c1ccccc1	-4%	-7%	-17%	-5%	-0.6%	.	.	3%	2%	-1%	.

High-throughput results deposited in PubChem BioAssay by National Center for Advancing Translational Sciences (NCATS).

Only part of the results is shown, so the mix of outcomes need not match the whole.
